IL2 activator = activators of IL-2 | IL-2 activation reporter assay, cell-based qHTS; stimulated with anti-CD3/CD4/CD28 beads; in transgenic mouse T cells | activation, % (series mostly up to about 46 µM) | 0.065% of 360,000 active; in the data active = activation above about 50%; inconclusive = mostly about 30% to 49%; note: 0% is about no effect
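EGFP and DsRed fluorescence is measured by plate cytometry in unstimulated transgenic mouse T cells exposed to compound for 60 minutes, then stimulated 18 hours at 37 degrees C with anti-CD3/anti-CD4 beads plus anti-CD28.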
PLK1 PBD block = PLK1 (human) polo-box domain binding inhibition | P53350 | Plk1 PBD binding of FITC phosphopeptide, fluorescence polarization | Potency, µM, without a hit: max response, negative = inhibition, most hits filed as inhibitors | 2.8% of 360,000 active; note: potency is the fitted concentration of half-maximal effect; series mostly up to about 57 µM; % is set by controls: 0 for no effect and ±100 for the full control effect; nearly all actives have a fitted effect of over 65% in size
Target sequence (P53350 whole entry, looked up, the tested form may be a part): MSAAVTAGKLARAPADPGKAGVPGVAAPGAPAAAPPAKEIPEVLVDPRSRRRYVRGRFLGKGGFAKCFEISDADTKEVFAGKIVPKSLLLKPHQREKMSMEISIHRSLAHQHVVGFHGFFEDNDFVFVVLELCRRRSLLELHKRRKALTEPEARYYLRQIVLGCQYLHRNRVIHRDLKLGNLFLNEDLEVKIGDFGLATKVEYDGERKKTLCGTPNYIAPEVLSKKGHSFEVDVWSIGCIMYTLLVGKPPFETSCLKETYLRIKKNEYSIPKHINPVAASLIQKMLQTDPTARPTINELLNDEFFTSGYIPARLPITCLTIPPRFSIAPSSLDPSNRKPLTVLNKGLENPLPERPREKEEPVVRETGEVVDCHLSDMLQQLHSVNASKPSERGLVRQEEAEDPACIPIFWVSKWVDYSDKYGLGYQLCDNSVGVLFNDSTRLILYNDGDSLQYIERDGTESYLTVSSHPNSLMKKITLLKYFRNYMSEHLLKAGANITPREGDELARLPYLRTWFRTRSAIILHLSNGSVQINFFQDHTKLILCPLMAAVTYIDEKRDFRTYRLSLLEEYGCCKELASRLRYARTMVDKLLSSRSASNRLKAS
WRN helicase inh = WRN helicase (human) inhibition; Q14191; WRN helicase unwinding, fluorescent forked duplex, kinetic; Potency, µM (highest dose often 114 µM), inactives show at the highest dose activity change, negative = inhibition, most hits filed as inhibitors; 0.46% of 360,000 active; AID 651768; note: potency is the fitted concentration of half-maximal effect; % is set by controls: 0 for no effect and ±100 for the full control effect; nearly all actives have a fitted effect of over 55% in size
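WRN at 20 nM final preincubated with compound 15 min at room temperature; reaction started with 100 nM fluorophore/quencher forked duplex oligonucleotide and 2 mM ATP final. Unwinding followed kinetically by red fluorescence (ex 525, em 598 nm).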
FUS suppressor = rescues growth of FUS-expressing yeast | S. cerevisiae FUS-expressing, growth rescue, OD600, 24 h | Potency, µM (top dose mostly 76.6 µM), for inactives: top-dose growth rescue (activation), most hits filed as activators | 0.24% of 390,000 active;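 note: potency is the fitted concentration of half-maximal effect; plate controls were DMSO vehicle for no effect and reference control for full effect; nearly all actives have a fitted effect of over 55% in size; some results filed as inactive show a strong effect at the top dose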
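Compound concentration series was pinned onto galactose-induced FUS-expressing yeast seeded at OD 0.005. Plates sat 24hr at 30C; absorbance at 600 nm gave growth. DMSO served as background control.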
PI5P4K alpha inh = blocks human PI5P4K alpha kinase activity; PI5P4Kalpha enzyme, ADP-Glo luminescence, 60 min; hits give low values; 1.2% of 330,000 active; max response, %; P48426; active = max response of -50% or lower; inconclusive = between -30% and -50%; inactive = -30% or higher; note: value at the top dose of about 77 µM; % is set by controls: 0 for no effect and ±100 for the full control effect
Target sequence (P48426 whole entry, looked up): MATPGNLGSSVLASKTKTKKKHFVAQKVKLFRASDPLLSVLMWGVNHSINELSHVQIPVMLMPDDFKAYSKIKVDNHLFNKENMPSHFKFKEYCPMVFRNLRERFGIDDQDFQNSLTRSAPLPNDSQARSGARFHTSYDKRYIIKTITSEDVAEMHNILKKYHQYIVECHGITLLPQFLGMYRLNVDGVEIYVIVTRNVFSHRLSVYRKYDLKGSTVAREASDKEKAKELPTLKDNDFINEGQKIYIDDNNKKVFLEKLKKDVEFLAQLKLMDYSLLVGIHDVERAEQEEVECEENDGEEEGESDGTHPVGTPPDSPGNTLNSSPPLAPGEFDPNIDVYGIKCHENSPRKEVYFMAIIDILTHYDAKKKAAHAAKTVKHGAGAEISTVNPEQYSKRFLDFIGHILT
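Single end-point luminescence (ADP-Glo) quantified ADP from PI5P4Kalpha turnover; ATP 5 microM final, 1 h at RT, 0.1% CHAPS and 0.28 mM EGTA in HEPES pH 7.4.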
Abeta rescue = A-beta toxicity reversal in yeast | yeast expressing A-beta42, growth rescue, OD600, 48 h; response scale: 0% DMSO, 100% iron-clioquinol control | Potency, µM (highest dose often 46.1 µM), inactives show at the top dose growth rescue, actives largely listed as activators | 0.063% of 410,000 active; note: potency is the fitted concentration of half-maximal effect; nearly all actives have a fitted effect of over 55% in size
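Growth rescue measured by 600 nm absorbance after 48 h yeast culture at 30 C with compound. Values normalized between DMSO and an equimolar ferric chloride plus clioquinol control.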
EPAC1 agonist = activates human EPAC1 exchange factor; EPAC1 agonist qHTS, biochemical assay; response scale: 100% = response to 6.5 mM cAMP; O95398; Potency, µM (top dose mostly 154 µM), for the others: top-dose activation, actives largely listed as activators; 0.073% of 360,000 active; note: potency is the fitted concentration of half-maximal effect; nearly all actives have a fitted effect of over 60% in size
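Read-out is the fluorescence drop as BODIPY-GDP leaves Rap1B (480 nm excitation, 540 nm emission), recorded every 5 minutes over 30 minutes. Reactions held 100 nM EPAC1, 250 nM Rap1B–BODIPY-GDP and 50 uM GDP, with 6.5 mM cAMP setting full activation.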
EPAC1 antag = EPAC1 (human) antagonism | Potency, µM (titrated, usually from 115 µM), for inactives: at the highest dose activity change, negative = inhibition, hits mostly inhibitors | 0.14% of 360,000 active | O95398 | EPAC1 GEF assay, Rap1b-BODIPY-GDP exchange fluorescence;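 note: potency is the fitted concentration of half-maximal effect; plate controls were vehicle for no effect and positive control for full effect; nearly all actives have a fitted effect of over 50% in size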
* = called active by the depositor; ? = inconclusive; nt = no result given; [ ] = dose if it differs, or a comment. Unless noted, calls come from the whole dose curve; as a rule, active = well fitted curve in the direction sought with a large enough effect; inconclusive = small, poorly fitted or top-dose-only effect, or another doubt; inactive = no such curve, though single readings can be large; an effect the other way counts as inactive or inconclusive.

SMILES | IL2 activator | PLK1 PBD block | WRN helicase inh | FUS suppressor | PI5P4K alpha inh | Abeta rescue | EPAC1 agonist | EPAC1 antag
CC1CN(S(=O)(=O)c2cccc(C(=O)Nc3ccc(N4CCCCC4)cc3)c2)CC(C)O1 (stereo not drawn) | 0.0 | -3% | 0% | -57% | 4 | -1% | 1% | -6%
Cc1ccc2nc(-c3ccc(NC(=O)COC(=O)c4ccc(=O)[nH]c4)cc3)sc2c1 | -3.4 | 0% | -3% | 28% | -17 | -9% | 6% | 3%
CC(C)(C)OC(=O)N1CCC2(CC1)Oc1ccc(Cl)cc1C(=O)C21CC(c2ccc(Cl)cc2)=NO1 (stereo not drawn) | -2.0 | -13% | -16% | ? | 3 | 0% | -26% | -15%
CN(Cc1ccccc1)C(=O)COC(=O)c1cncc(Br)c1 | 0.6 | -5% | -4% | -8% | 1 | 15% | 5% | 10%
Cc1ccccc1C(=O)Nc1ccc(N2CCN(C(=O)c3ccco3)CC2)cc1 | 1.0 | -11% | -3% | 10% | -9 | -1% | 1% | -12%
CC(=O)NC1CC2CCCC(C1)N2C(=O)Nc1ccc(Cl)cc1 (stereo not drawn) | 1.3 | 2% | 3% | -6% | -3 | 7% | 3% | 8%
COc1cccc(/C=N/NC(=O)CCCC(=O)Nc2ccc(Br)cc2)c1 | -3.8 | -3% | -3% | nt | 12 | -11% | -22% | -10%
CC(C)(C)OC(=O)C[C@@H]1C/C=C\C[C@H](CC(=O)N(CCO)Cc2ccccc2)C(=O)NC[C@@H](c2ccccc2)OC1=O | -0.4 | -16% | -7% | ? | -18 | -9% | -15% | -12%
COc1ccc(/C=N/N=C2\CC3CCC2(C)C3(C)C)cc1O (stereo not drawn) | 0.4 | 1% | -1% | 7% | 1 | 0% | -2% | 3%
C(=N/N1CCN(c2ccccc2)CC1)/c1cccs1 | -0.6 | -5% | 4% | 16% | nt | 1% | 4% | 2%
CC(C)(C)n1ncc2c(=O)n(CC(=O)c3ccc(Cl)cc3)cnc21 | 2.9 | 2% | 6% | -16% | -1 | -14% | -16% | 5%
CC1=C(C(=O)Nc2ccccc2C(=O)N2CCN(c3ccccc3)CC2)SCCO1 | -1.2 | -1% | 9% | -10% | 0 | -2% | -1% | 10%
Cc1ccc(C(=O)NCC(=O)OCC(=O)NC(C)C2CC3CCC2C3)cc1 (stereo not drawn) | -5.7 | -9% | 10% | 50% | 13 | 28% | -7% | -1%
CN(Cc1ccccc1)S(=O)(=O)c1ccc(S(=O)(=O)N(Cc2ccc(F)cc2)C2CCCC2)cc1 | -3.1 | -1% | -1% | 0% | nt | 0% | 5% | -2%
CC1(C(=O)NS(C)(=O)=O)CCN1C(=O)Cc1ccc(-c2ccccc2)cc1 (stereo not drawn) | -0.2 | -1% | -2% | -11% | 1 | -9% | 0% | -2%
Cc1c(OC(C)C(=O)NCc2ccccn2)ccc2c3c(c(=O)oc12)CCC3 (stereo not drawn) | -2.5 | -6% | 0% | 18% | 3 | 4% | 8% | -24%
O=C(c1cccc(Cl)c1)N1CCC(=O)N([C@H](COCc2ccccc2)Cc2ccccc2)CC1 | -0.9 | -11% | -3% | ? | 2 | -10% | 7% | -10%
CN(CC(=O)Nc1ccccc1Br)C(=O)c1ccc2c(=O)n3c(nc2c1)CCC3 | -0.4 | -4% | -3% | 7% | -2 | -3% | -3% | -16%
COc1ccc(-c2cc(C(=O)Nc3ccc(OC)c(OC)c3)no2)cc1 | -4.8 | 3% | 6% | -15% | -7 | -11% | 0% | 8%
Cc1nc(NC(=O)/C=C/c2ccccc2)sc1C(=O)N(C)C | 0.1 | -13% | 11% | nt | -7 | 14% | 4% | -12%
Cc1cc(C)c(S(=O)(=O)c2ccccc2C(=O)O)c(C)c1 | -0.4 | 0% | -7% | -2% | 0 | 14% | -1% | 5%
COc1cccc(/C=N/NC(=O)C(=O)N2CCCCCC2)c1OC | -1.0 | -6% | 2% | 14% | 0 | 2% | -1% | -23%
O=C(COC(=O)C1=COCCO1)Nc1ccc(F)cc1 | -1.8 | -6% | -6% | -6% | 0 | 18% | 2% | 8%
C[C@H]1CN(CCc2ccccc2)C(=O)[C@@H]1CC(=O)Nc1ccc(Br)cc1 | 2.8 | -3% | -5% | 10% | 5 | -6% | -5% | -3%
Nc1c(Cl)nc(-c2ccccc2)nc1Cl | 1.6 | 3% | -1% | -34% | 12 | -32% | 12% | -21%
CCOC(=O)CCC(=O)N1CCOCCN(C(=O)CCC(=O)OCC)CCOCC1 | -0.7 | -6% | 4% | 1% | 1 | -1% | 2% | -8%
CC(CCc1ccccc1)NC(=O)CNC(=O)c1ccccc1Br (stereo not drawn) | -1.2 | -4% | -17% | nt | 5 | -2% | 4% | 7%
COc1ccc(NC(=O)CCc2nnc3ccc(N4CCC(C)CC4)nn23)cc1 | 1.5 | 2% | 3% | ? | 2 | nt | -3% | -5%
COc1ccc(CCNC(=O)c2ccc3c(c2)N(Cc2ccc(C)cc2)CCS3)cc1OC | 0.1 | -2% | -3% | ? | -7 | -6% | 1% | -21%
CNc1ncnc2c1ncn2[C@H]1CN(CCc2ccccc2)C[C@@H](CO)O1 | 0.1 | -1% | -7% | -15% | -1 | -2% | 1% | -12%
CC1CC(c2ccccc2)n2nc(NC(=O)c3ccco3)nc2N1 (stereo not drawn) | 1.8 | 2% | -4% | -4% | -3 | 14% | 0% | 7%
O=C(NCc1ccccc1)C(c1ccc(-c2ccccc2)cc1)N1CCN(c2ccccc2F)CC1 (stereo not drawn) | 1.0 | -8% | -3% | -3% | -1 | 1% | 5% | -24%
COc1ccccc1CC(=O)Nc1ccc(Cl)cc1C(=O)O | -0.8 | -10% | 9%[57.1 µM] | -13% | -5 | 5% | -5% | 3%
CC1CCN(CC2C(=O)O[C@@H]3C[C@@]4(C)CCC[C@H](C)C4=C[C@H]23)CC(C)(C)C1 (stereo partly drawn) | 0.1 | -7% | -2% | 35% | -8 | 6% | 4% | 0%
O=C(C(Cl)Cl)N1CC2CCC(CC2)C1 | -0.5 | 4% | 9% | -14% | 1 | -3% | -1% | 2%
CC#CC[N+](C)(C)CCCCCCCC | -4.8 | 4% | 3% | -1% | -3 | -7% | 4% | 4%
Cc1ccc(NC(=O)CO/N=C(\N)c2nonc2N)cc1 | -1.1 | -7% | -1% | 19% | nt | 8% | 5% | 0%
O=C(CCC1CCCN(Cc2cccc3c2OCO3)C1)NCc1ccc(F)c(F)c1 (stereo not drawn) | -3.8 | 6% | -2% | -2% | 5 | -2% | 0% | 12%
O=C(O)C[C@@H](CNC(=O)COc1ccc2ccc(=O)oc2c1)c1ccc(Cl)cc1 | -1.8 | -10% | -2% | 6% | 1 | 5% | -10% | 9%
Cc1cc(O)cc(C)c1NS(=O)(=O)c1ccc2ccccc2c1 | -0.1 | -13% | -3% | -11% | -2 | -9% | 4% | -5%

Single records, as listed above:
`CC(CCc1ccccc1)NC(=O)CNC(=O)c1ccccc1Br` (stereo not drawn) is entered as IL2 activator = -1.2; PLK1 PBD block = -4%; WRN helicase inh = -17%; FUS suppressor = nt; PI5P4K alpha inh = 5; Abeta rescue = -2%; EPAC1 agonist = 4%; EPAC1 antag = 7%
`CC1CC(c2ccccc2)n2nc(NC(=O)c3ccco3)nc2N1` (stereo not drawn) is entered as IL2 activator = 1.8; PLK1 PBD block = 2%; WRN helicase inh = -4%; FUS suppressor = -4%; PI5P4K alpha inh = -3; Abeta rescue = 14%; EPAC1 agonist = 0%; EPAC1 antag = 7%

The list continues.
SMILES | IL2 activator | PLK1 PBD block | WRN helicase inh | FUS suppressor | PI5P4K alpha inh | Abeta rescue | EPAC1 agonist | EPAC1 antag
Cc1ccc(CNC(=O)c2cc(-c3ccccc3)nn2CC2CC(c3cccnc3)=NO2)cc1 (stereo not drawn) | -0.3 | -6% | -12% | 21% | 0 | 1% | -11% | -21%
CCOC(=O)C1(C)NC(c2ccc(N(C)C)cc2)C2C(=O)N(c3ccc(OC)cc3)C(=O)C21 (stereo not drawn) | -0.7 | -5% | -3% | 3% | 4 | 18% | 1% | 2%
CC1(C)CC(=O)c2sc(NS(C)(=O)=O)nc2C1 | -1.9 | -5% | 13% | 26% | nt | -10% | 3% | 17%
Cc1cc(-c2n[nH]c(=S)n2Cc2ccco2)n(C)n1 | -3.0 | -11% | -3% | 13% | -6 | -12% | 6% | -12%
CN(CCc1ccccc1)C1CCCN(S(=O)(=O)N(C)C)C1 (stereo not drawn) | 0.9 | -14% | 1% | -20% | 2 | -8% | 7% | -14%
O=C(O)CC(CC(=O)O)(C(=O)O)c1ccccc1 | 7.8 | 6% | 8% | -20% | 2 | -2% | 1% | -11%
N#Cc1c(C(F)(F)F)cc(-c2cccs2)nc1SCC(=O)O | 0.1 | 0% | 0% | -28% | 3 | -4% | -6% | -3%
O=C(C1CCCN1S(=O)(=O)c1cccc2cccnc12)N1CCc2ccccc21 (stereo not drawn) | 2.2 | -20% | -6% | 6% | 7 | -4% | 7% | 3%
OCCC1CN(Cc2cccc(F)c2F)CCN1CCc1ccccc1 (stereo not drawn) | 0.0 | -1% | 2% | -9% | 4 | -7% | 18% | 8%
O=C(Nc1ccc(S(=O)(=O)Nc2ccccn2)cc1)c1ccccc1 | 1.2 | -2% | -8% | 10% | -8 | -2% | 13% | -5%
CC(C)CN(C(=O)CCNC(=O)c1ccc(Cl)cc1)c1c(N)n(CC(C)C)c(=O)[nH]c1=O | 0.2 | -3% | 11% | 23% | 2 | -10% | -13% | 26%
Cn1c(=O)c2c(nc3n2CC(O)CN3c2ccccc2)n(C)c1=O (stereo not drawn) | 0.7 | -4% | 10% | 14% | 4 | 0% | -2% | -5%
CCNC(=O)c1cc2c(c(-c3cccc(-c4cncnc4)c3)n1)[C@H](CCO)N(C(C)=O)C2 | 0.9 | -4% | 2% | -11% | 1 | -14% | -16% | -11%
CCOC(=O)c1c(NC(=S)NC(C)=O)sc(C)c1C | -0.6 | ? | -22% | nt | 1 | -6% | -4% | 10%
COc1ccc(C(=O)NCCOc2cccc(Oc3ccccc3)c2)cc1OC | 0.0 | -8% | 0% | nt | 11 | -10% | 16% | -17%
CC(Oc1ccccc1)C(=O)N1CCN=C1SCc1cccc(F)c1 (stereo not drawn) | -0.7 | -22% | -3% | 12% | 2 | 20% | -1% | -25%
CCOC(=O)Cn1nnc(-c2ccc([N+](=O)[O-])cc2)n1 | 0.9 | -12% | -11% | 12% | 3 | 14% | -5% | -23%
